Sm TGR block: qHTS Assay for the Inhibitors of Schistosoma Mansoni Peroxiredoxins; Schistosoma mansoni thioredoxin glutathione reductase (TGR), Q962Y6; purified TGR, DTNB reduction, TNB absorbance 405 nm; Potency, µM (doses to about 114 µM), inactives show top-dose activity change, negative = inhibition, hits mostly inhibitors; 3% of 360,000 active; AID 485364, 2010; also: potency is read from the fitted curve at half-maximal effect; % is scaled to controls: 0 for no effect and ±100 for the full control effect; nearly all actives have a fitted effect of over 60% in size
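TGR 20 nM + NADPH 100 uM (dispensed conc.), cpd preinc 15 min RT; start with NADPH (500 uM addition) then DTNB (15 mM addition). Kinetic TNB absorbance, 405 nm filter. Four-parameter Hill fit across titration.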
CHX counter: Cycloheximide Counterscreen for Small Molecule Inhibitors of Shiga Toxin | cell reporter, cycloheximide protein synthesis inhibition counterscreen | 12% of 300,000 active | max response, %; in the data active = max response mostly above about 13%, no sharp cut-off; inactive = mostly below about 14%; also: read at 38.3 µM for the half of the compounds with a filed dose; 0% is about no effect
Pf growth 96h: Primary qHTS for delayed death inhibitors of the malarial parasite plastid, 96 hour incubation | 6.9% of 320,000 active | Potency, µM (top dose mostly 28.7 µM), for inactives: top-dose activity change, negative = inhibition, usual class: inhibitors | P. falciparum luciferase reporter growth, 96 h | AID 504834, 2011; also: potency is read from the fitted curve at half-maximal effect; % is scaled to controls: 0 for no effect and ±100 for the full control effect
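Two-generation exposure (96 h) targets delayed-death phenotype. Reporter parasites carrying integrated firefly luciferase, in red cells at 2% hematocrit and 0.05% parasitemia final, kept at 37 C, 5% CO2; luminescence loss indicates inhibition.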
Shiga inhibitor: A qHTS for Small Molecule Inhibitors of Shiga Toxin | Vero cells, Shiga toxin protein synthesis inhibition reporter | inhibition, % at 38.7 µM | 9.2% of 290,000 active; in the data active = inhibition mostly above about 28%, no sharp cut-off; inactive = mostly below about 43%; also: 0% is about no effect
Giardia FBPA inh: qHTS Assay for Inhibitors of Fructose-1,6-bisphosphate Aldolase from Giardia Lamblia | AID 2451, 2010 | Potency, µM (titrated, usually from 59.6 µM), inactives show top-dose activity, negative = inhibition, actives largely listed as inhibitors | 0.71% of 290,000 active | purified Giardia FBPA | A8B2U2; also: potency is read from the fitted curve at half-maximal effect; % is scaled to controls: 0 for no effect and ±100 for the full control effect; nearly all actives have a fitted effect of over 55% in size
Target sequence (A8B2U2 whole entry, looked up): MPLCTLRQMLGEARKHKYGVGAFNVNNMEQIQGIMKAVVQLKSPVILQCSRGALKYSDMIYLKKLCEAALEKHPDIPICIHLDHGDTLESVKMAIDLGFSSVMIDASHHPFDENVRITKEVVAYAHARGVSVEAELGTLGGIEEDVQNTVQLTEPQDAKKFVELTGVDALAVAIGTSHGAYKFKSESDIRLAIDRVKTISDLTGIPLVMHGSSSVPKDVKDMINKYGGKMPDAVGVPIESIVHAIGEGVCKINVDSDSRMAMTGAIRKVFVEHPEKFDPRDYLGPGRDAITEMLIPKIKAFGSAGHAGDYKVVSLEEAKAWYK
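Giardia FBPA (40 nM reagent) was preincubated 10 min at RT with compound (up to 57.5 uM final), then substrate plus GAPDH/TPI/NAD/arsenate coupling system with diaphorase/resazurin was added; resorufin fluorescence (525/598 nm) was read after 20 min.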
Pf growth 48h: Primary qHTS for delayed death inhibitors of the malarial parasite plastid, 48 hour incubation | 5.9% of 310,000 active | Potency, µM (series often up to 28.7 µM), without a hit: top-dose activity change, negative = inhibition, usual class: inhibitors | P. falciparum luciferase growth in erythrocytes, 48 h; also: potency is read from the fitted curve at half-maximal effect; % is scaled to controls: 0 for no effect and ±100 for the full control effect
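Firefly luciferase activity from engineered P. falciparum reports growth; inhibitors lower the luminescent signal. Cultures contained 2% hematocrit erythrocytes at 0.1% final parasitemia.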
Numbers without * were called inactive; i = inactive; ? = inconclusive; nt = not tested or not shown; & = joins results of further samples; [ ] = dose if it differs, or a comment. Unless noted, calls follow the shape of the dose curve; as a rule, active = well fitted curve in the direction sought with a large enough effect; inconclusive = small, poorly fitted or top-dose-only effect, or another doubt; inactive = no such curve, though single readings can be large; an effect the other way counts as inactive or inconclusive. Compounds as they come. About 24% of those tested had a hit in this group.

mol	Sm TGR block	CHX counter	Pf growth 96h	Shiga inhibitor	Giardia FBPA inh	Pf growth 48h
Cc1ccc2c(C)c(C(=O)Nc3c(C)n(C)n(-c4ccccc4)c3=O)oc2c1	0%	-5	?	-30	2%	2%
O=C(NCCc1ccccc1)C1CCN(S(=O)(=O)c2cccs2)CC1	1%	11	0%	32	13%	-12%
O=C(NCc1n[nH]c(=S)n1-c1ccc(Br)cc1)c1ccc(S(=O)(=O)N2CCCC2)cc1	0%	-2	?	1	5%	-14%
COc1ccc(/C=N/OCC(=O)N=Nc2c(O)[nH]c3ccc(Br)cc23)cc1	-1%	-1	?	-8	-2%	-15%
C=CCN1C(c2ccccc2)=CS/C1=C(/C#N)c1nnc(N2CCOCC2)n1-c1ccccc1	-20%	7	?	-3	6%	-2%
CCC1CCCCN1C(=O)c1sc2ncnc(N(CC)CC)c2c1C (configuration not stated)	7%	-5	?	-11	12%	?
CCSC(=O)NC12CC3CC(CC(C3)C1)C2	11%	1	-10%	3	7%	-10%
O=C(Nc1ccc(S(=O)(=O)N2CCCC2)cc1)c1ccc(Cl)nc1	6%	nt	?	nt	nt	?
Cc1nc2ncnn2c(C)c1Cc1cccc(C(F)(F)F)c1	?	-1	?	-6	-1%	?
COc1ccccc1C(=O)NC(C)C(c1cccs1)N1CCOCC1 (configuration not stated)	4%	-1	-3%	-2	2%	-24%
CC(=O)Nc1ccc(NC(=O)COC(=O)c2n[nH]c3ccccc23)cc1	12%	-1	7%	-20	-3%	14%
CSc1nc(-c2ccco2)nn1C(=O)Cc1ccccc1	-31%	7	nt	3	-17%	4%
CCOc1ccc(C2CC(c3ccc(OC)c(OC)c3)n3nc(N)nc3N2)cc1 (configuration not stated)	0%	1	-18%	12	3%	10%
Cc1cccc(C)c1NC(=O)CNc1ccccc1	2%	6	nt	-3	-8%	-24%
CCOc1ccccc1NC(=O)Nc1ccc(Br)cn1	nt	-4	62%[activator]	6	8%	18%
COc1ccc2[nH]c(=O)c(C(c3nnnn3C3CCCC3)N3CCN(Cc4ccc5c(c4)OCO5)CC3)cc2c1 (configuration not stated)	-25%	6	?	22	-2%	12µM*
CCOC(=O)c1nc(Nc2ccc(Nc3ccccc3)cc2)c2ccccc2n1	-23%	2	?	15	-10%	?
OCCC1CN(C2CSCCSC2)CCN1Cc1ccccc1 (configuration not stated)	-6%	-3	?	4	-1%	24%
CC(C)c1ccc(/C=N/NC(=O)c2nnn(-c3nonc3N)c2CSC2=NCCS2)cc1	5%	-3	?	10	-6%	?
CC(=O)c1c[nH]c2ccc(C)cc2c1=O	2%	-2	?	-10	1%	6.6µM*
COCCCNC(=S)N1CCN(c2nc3ccccc3s2)CC1	10%	14*	-2%	21	1%	-7%
CCOc1ccccc1NC(=O)CN(C)S(=O)(=O)c1ccc(OC)c(C)c1	-5%	3	7%	-5	-12%	?
CCOC(=O)c1cccc(COC(=O)c2cccc(-c3nnc(-c4ccccc4)o3)c2)c1	-8%	46*	5%	78*	2%	121%[activator]
CCNC(=S)N1C2CCC1CC(NC(=O)Nc1ccc(C(=O)OCC)cc1)C2 (configuration not stated)	6%	-2	?	-8	-7%	?
CCOC(=O)/C(C(N)=NC(C)C)=C(\O)c1ccccc1	6%	6	4%	17	-6%	9%
COc1ccccc1N1CCN(C(=O)Cc2c(C(=O)O)[nH]c3ccc(Cl)cc23)CC1	-4%	4	i	-13	16%	10µM*
COC(=O)[C@@]1(Cc2ccc(OC)cc2)[C@H]2c3cc(C(=O)N4CCCC4)n(CCc4c[nH]c5ccc(O)cc45)c3C[C@H]2CN1C(=O)c1ccccc1	-2%	-4	2.1µM*	-8	-10%&-7%	1µM*
CC1(C)N([O-])C2=C(c3ccccc3C2=O)[N+](=O)C1(C)C	-19%	-3	nt	-4	-22%	nt
O=S(=O)(c1ccc(Cl)cc1)c1nc(-c2ccccc2F)oc1NCCN1CCOCC1	0%	1	-26%	-6	nt	?
COc1cc(C2N3CC4(C)CN2CC(C)(C3)C4)ccc1O (configuration not stated)	4%	-2	20%	13	9%	4%
CCOc1ccc(C(=O)N(c2ccccn2)C2CCCCC2)cc1	14%	-2	4%	-10	4%	10%
CN1CCN(c2ccc(NC(=O)c3ccc(Br)o3)cc2)CC1	-1%	30*	?	76*	nt	139%[activator]

A second format for some results above:
CCOc1ccc(C(=O)N(c2ccccn2)C2CCCCC2)cc1
- Sm TGR block: 14%
- CHX counter: -2
- Pf growth 96h: 4%
- Shiga inhibitor: -10
- Giardia FBPA inh: 4%
- Pf growth 48h: 10%
CN1CCN(c2ccc(NC(=O)c3ccc(Br)o3)cc2)CC1
- Sm TGR block: -1%
- CHX counter: 30*
- Pf growth 96h: ?
- Shiga inhibitor: 76*
- Giardia FBPA inh: nt
- Pf growth 48h: 139%[activator]

Continuation:
mol	Sm TGR block	CHX counter	Pf growth 96h	Shiga inhibitor	Giardia FBPA inh	Pf growth 48h
Cc1cccc(-n2ccnc2SCC(=O)c2c(N)n(C3CC3)c(=O)[nH]c2=O)c1C	-7%	nt	?	nt	nt	-26%
CCOC(=O)c1cccc2c1-c1ccccc1/C2=N/O	9%	-4	39%[activator]	-19	1%	?
COc1ccc(N2C(=O)N3[C@H](c4ccc(Br)cc4)[C@@H]4C(=O)N(C(C)(C)C)C(=O)[C@@H]4[C@]3(Cc3ccccc3)C2=O)cc1	0%	-1	?	4	-2%	-82%
COc1ccc(S(=O)(=O)N(C)CC(=O)N2CCCC2)cc1	-1%	-3	-10%	nt	9%	-23%
CC1(C)CC=C(NNC(=O)c2cccnc2)C(=O)C1	?	13	4%	-2	-10%	-5%
COC(=O)C1C2C=CC3(CN(C(C)c4ccc(OC)cc4)C(=O)C13)O2 (configuration not stated)	37%[activator]	3	73%[activator]	-4	2%	?
CCOC(=O)c1c(C)[nH]c(C)c1S(=O)(=O)N(C)CC(=O)NCc1cccc(C)c1	-1%	0	5.9µM*	9	nt	?
CCc1ccc(NC(=O)CCN2C(=O)c3cccnc3C2=O)cc1	7%	-3	?	17	-4%	?

Four records drawn at random from the list so far:
mol	Sm TGR block	CHX counter	Pf growth 96h	Shiga inhibitor	Giardia FBPA inh	Pf growth 48h
CCOC(=O)c1cccc2c1-c1ccccc1/C2=N/O	9%	-4	39%[activator]	-19	1%	?
COC(=O)C1C2C=CC3(CN(C(C)c4ccc(OC)cc4)C(=O)C13)O2 (configuration not stated)	37%[activator]	3	73%[activator]	-4	2%	?
CCc1ccc(NC(=O)CCN2C(=O)c3cccnc3C2=O)cc1	7%	-3	?	17	-4%	?
Cc1cccc(-n2ccnc2SCC(=O)c2c(N)n(C3CC3)c(=O)[nH]c2=O)c1C	-7%	nt	?	nt	nt	-26%

Taken from the entries so far (two entries):
mol	Sm TGR block	CHX counter	Pf growth 96h	Shiga inhibitor	Giardia FBPA inh	Pf growth 48h
CCOC(=O)c1c(C)[nH]c(C)c1S(=O)(=O)N(C)CC(=O)NCc1cccc(C)c1	-1%	0	5.9µM*	9	nt	?
CCc1ccc(NC(=O)CCN2C(=O)c3cccnc3C2=O)cc1	7%	-3	?	17	-4%	?

(list continues)
mol	Sm TGR block	CHX counter	Pf growth 96h	Shiga inhibitor	Giardia FBPA inh	Pf growth 48h
O=C1N/C(=N\S(=O)(=O)Cc2ccccc2)S/C1=C/c1cc([N+](=O)[O-])ccc1O	-1%	8	30%[activator]	8	20%	29%
COc1cccc(C(=S)N2CCCC2)c1OC	-13%	2	?	2	4%	0%
CC1CN(C(=O)CCC(=O)NCc2ccccc2Cl)c2ccccc2S1 (configuration not stated)	-22%	-2	8.3µM*	12	-8%	-9%
CCCC(=O)Nc1ccc(Br)c(Cl)c1	7%	9	?	-9	0%	35%[activator]
CCn1c(CN2CCN(c3cccc(C)c3C)CC2)n[nH]c1=S	1%	-4	?	-8	8%	6%
CC(=O)N1CCN(c2ccc(NC(=O)c3ccc([N+](=O)[O-])cc3Cl)cc2)CC1	-12%	-2	-17%	-15	0%	0%
CC(C)CN(C(=O)C(C)N1C(=O)c2ccccc2C1=O)c1c(N)n(Cc2ccccc2)c(=O)[nH]c1=O (configuration not stated)	-2%	nt	26%	nt	nt	1%
CCc1ccc(C(C)NC(=O)c2ccc3c(c2)OCO3)cc1 (configuration not stated)	0%	2	-15%	15	nt	7%
C1=C(C(c2nnnn2C2CCCCC2)N2CCCCC2)COc2ccccc21 (configuration not stated)	-31%	-4	29%	-9	4%	4%
CCOc1ccc(CCNC(=O)COc2cc(=O)n(C)c3ccccc23)cc1OCC	6%	-4	?	-4	-6%	-16%
C/C(CC(=O)NC(C)(C)C)=N\NC(=O)c1ccccc1N	-4%	-4	-19%	2	-8%	120%
O=C(CN(Cc1ccc(Cl)cc1)C(=O)c1csnn1)NCc1ccc(F)cc1	0%	-3	20%	1	nt	2%
O=C(O)c1nn(Cc2csc(-c3ccccc3)n2)c(=O)c2ccccc12	11%	2	76%[activator]	1	-14%	-4%
O=C(O)c1cccc(S(=O)(=O)Nc2cccc3ccccc23)c1	2%	7	45%[activator]	3	0%	15%
O=C1C2C3C=CC(O3)C2C(=O)N1CC(O)c1ccccc1 (configuration not stated)	11µM*	-1	nt	23	3%	7%
COc1ccc(CC(=O)O/N=C(\N)c2ccccn2)cc1	-1%	64*	0%	75*	1%	131%[activator]
CCN1/C(=C/C=C/c2oc3ccc(-c4ccccc4)cc3[n+]2CC)Oc2ccc(-c3ccccc3)cc21	40µM*	-7	-22%	-35	10%	0.93µM*
COc1ccccc1C1=CC(=O)CC(C)(C)C1=O	?	nt	81%[activator]	nt	nt	7%
Cc1c(NC(=O)C(C)N2C(=O)C3C4C=CC(C4)C3C2=O)c(=O)n(-c2ccccc2)n1C (configuration not stated)	2%	-4	4%	10	4%	nt
CCN1/C(=C(\O)c2ccccc2)C(=O)c2ccccc2S1(=O)=O	-20%	-3	12%	-3	-3%	?
COc1ccccc1C(=O)Nc1ccnn1C1CCN(Cc2ccc3nonc3c2)CC1	-1%	7	?	3	2%	?
COC(=O)C1=C(C)N(CC(C)C)C(=O)/C1=C\c1cccs1	-13%	10	nt	-12	1%	nt
CC1=C(C#N)CCC(=O)N1Cc1c(C)cc(C)cc1C	10%	-6	-19%	12	-1%	-10%
CN=C(Nc1ccc(C(=O)OC)s1)c1ccc(Cl)cc1	7%	6	-3%	23	-2%	-9%
COc1cc(NC(=O)C2CC(c3c(F)cccc3Cl)=NO2)c(OC)cc1Cl (configuration not stated)	-21%	-3	10µM*	nt	1%	-29%

High-throughput results as filed in PubChem BioAssay.
